LYP phosphatase – inhibitors of LYP phosphatase, biochemical, fluorescence intensity, uHTS (AID 1779); recombinant LYP phosphatase, fluorescence intensity; higher % means a stronger effect; hit rate 0.054% among 290,000; inhibition, % at 11.5 µM; hits with a dose series show IC50 in µM;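 further: plate controls were vehicle with enzyme for no effect and no enzyme for full effect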
XIAP displacement – XIAP antagonists, biochemical, IAP family, fluorescence polarization (AID 1018). XIAP BIR domain, fluorescence polarization peptide displacement; higher % means a stronger effect. displacement, % at 20 µM; hits with a dose series show IC50 in µM. hit rate 0.007% among 200,000; in the data active means displacement above about 50%; further: a part of the inactive calls stands beside numbers as strong as those of hits
M17LAP inhibition – P. falciparum M17LAP inhibitors, primary screen, biochemical, fluorogenic H-Leu-NHMec substrate, 1536-well (AID 1619); recombinant M17LAP, H-Leu-NHMec fluorogenic kinetic assay; higher % means a stronger effect; inhibition, % at 30 µM; hits with a dose series show IC50 in µM; hit rate 0.38% among 220,000;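 active means compound inhibiting the enzyme by more than half at any dose during confirmatory dose-response retesting; inconclusive means strong single-dose inhibitors picked by rank but not retested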;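 further: plate controls were full reaction with DMSO carrier for no effect and no enzyme background for full effect; strong numbers were not always called active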
PMI inhibition – human PMI inhibitors, high substrate, primary screen, biochemical, fluorescence intensity, high mannose 6-phosphate (AID 1220); inhibition, % at 20 µM, or IC50 in µM where a hit was titrated; hit rate 0.66% among 190,000; recombinant PMI enzyme, coupled fluorescence intensity; higher % means a stronger effect
Dynein cargo inh – dynein cargo transport inhibition. hit rate 0.47% among 220,000. 3617.4 mouse cells, GR-EGFP nuclear translocation imaging; test concentration mostly 20 µM; stimulated with dexamethasone, 1 µM; hits give low values. z-score, hits read low;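 active means plate z-score of nuclear minus cytoplasmic receptor signal below a set negative limit, without overly bright fluorescence or cell loss, cut at about -3.5 in these data, passing the limit was not always enough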;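 further: z-score of nuclear minus cytoplasmic ring GR-EGFP intensity difference per well; some compounds called inactive have numbers as strong as hits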
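medium = tetracycline-free induction medium containing charcoal-stripped FBS | probe or stimulus = dexamethasone, 1.0 µM final | timing = 48 h induction, then 1 h compound, then 30 min agonist, 37 °C | detection = automated 10x imaging of fixed Hoechst-stained cells | read-out basis = nuclear versus cytoplasmic GR-EGFP signal, averaged per well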
P. falciparum M1AAP – P. falciparum M1AAP inhibitors, biochemical, fluorogenic H-Leu-NHMec substrate, 1536-well (AID 1445) | recombinant M1AAP, H-Leu-NHMec fluorogenic kinetic assay; higher % means a stronger effect | inhibition, % at 30 µM; hits with a dose series show IC50 in µM | hit rate 0.42% among 220,000;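 active means primary inhibition above the hit cutoff, then over 50% inhibition at one or more dose response concentrations, cut at about 23% in these data, passing the limit was not always enough; inconclusive means conflicting primary data, or primary hits not chosen for dose response; inactive means low primary inhibition, or under 50% at every dose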;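 further: plate controls were DMSO full reaction for no effect and no enzyme background for full effect; strong numbers were not always called active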
Siah-1 displacement – Siah-1 peptide-binding antagonists, primary screen, biochemical, fluorescence polarization, rhodamine-plectin, uHTS (AID 1817); Siah-1 / rhodamine-plectin peptide fluorescence polarization; higher % means a stronger effect; displacement, % at 20 µM; hits with a dose series show IC50 in µM; hit rate 0.02% among 290,000;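 active means displacement of at least 50% at 20 µM, with a fluorescence ratio check between 0.3 and a set limit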;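 further: plate controls were Siah plus tracer with DMSO for no effect and tracer alone without Siah for full effect; strong numbers were not always called active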
PMI inhibitors – MPI enzyme activity inhibition – biochemical, fluorescence intensity, coupled assay, primary screen (AID 1209); purified PMI enzyme, coupled fluorescence intensity; higher % means a stronger effect; inhibition, % at 20 µM; hits with a dose series show IC50 in µM; hit rate 0.42% among 190,000;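 further: plate controls were DMSO vehicle for no effect and wells lacking substrate for full effect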
AID2073 – inhibitors of Mint1-CaV2.2 protein interaction, biochemical, HTRF (AID 2073); HTRF protein-protein interaction, Mint1-CaV2.2; higher % means a stronger effect; inhibition, % at 20 µM; hits with a dose series show IC50 in µM; hit rate 0.19% among 290,000; in the data active means inhibition mostly above about 51%, no sharp cut-off; inconclusive means no clear call, values can overlap the other calls; inactive means mostly below about 53%; further: some results filed as inactive read as strong as hits
Dynein cargo inh cytoplasmic EGFP – recorded beside Dynein cargo inh, whose call it bears; z-score; measured here: cytoplasmic GR-EGFP intensity; hits give high values
Dynein cargo inh nuclear GR-EGFP – further read-out of Dynein cargo inh, marked with its call; z-score; measured here: nuclear GR-EGFP intensity;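 lower value marks the stronger effect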
Dynein cargo inh cell count – also measured in Dynein cargo inh; calls as there; z-score; measured here: cell count per field
Starred values were filed as active, the others as inactive; i = inactive; ? = inconclusive; / = not tested or not shown. Unless noted, no stated cut-off is given here; in the data, active means inhibition above about 50%; inactive means the rest.

structure	Siah-1 displacement	Dynein cargo inh	PMI inhibitors	M17LAP inhibition	Dynein cargo inh cytoplasmic EGFP	LYP phosphatase	PMI inhibition	XIAP displacement	AID2073	Dynein cargo inh nuclear GR-EGFP	Dynein cargo inh cell count	P. falciparum M1AAP
Cc1ccc(CN2CCN(Cc3c[nH]c4ccccc34)CC2CCO)o1 (stereo unspecified)	8%	-0.81	3%	9%	-0.17	-4%	2%	-4.0%	-1%	-0.43	0.78	5%
CCNC(=O)c1sc(=S)n(CC)c1N	-2%	-0.51	6%	12%	-0.23	0%	-6%	-2.1%	-19%	-0.17	1	3%
CCN(CC)C(=O)Cn1ccc(NC(C)=O)nc1=O	3%	0.11	/	-13%	-0.27	-6%	/	/	0%	0.63	-0.71	-5%
Nc1c(N=Nc2ccccc2F)c(=O)[nH]n1-c1ccccc1	-2%	0.072	0%	-7%	-0.32	-8%	1%	-4.0%	-1%	0.2	-0.54	1%
Cc1nn(C)c(Sc2ccccc2N)c1[N+](=O)[O-]	2%	0.26	-4%	9%	-0.22	-3%	8%	-4.8%	35%	0.2	-1.7	15%
CC1CCc2c(sc3ncnc(NCCCOC(C)C)c23)C1 (stereo unspecified)	-5%	-0.063	10%	-10%	0.076	-9%	7%	-7.1%	4%	0.37	-0.78	4%
O=C(Oc1cc2oc(=O)c3c(c2cc1Cl)CCCC3)c1cccs1	-5%	-0.15	6%	i	-0.29	-7%	1%	0.1%	15%	-0.39	0.35	15%
Oc1ccc(N2CCN(c3nc(-c4cccs4)nc4ccccc34)CC2)cc1	-1%	-0.38	/	10%	0.3	6%	/	/	-28%	0.4	-0.43	4%
Cc1ccccc1NC(=O)NNC(=O)OC(C)(C)C	5%	-1.4	7%	0%	-0.36	-6%	7%	-8.3%	3%	-0.64	2.3	-1%
CC(C)CCNc1c(-c2cccs2)nc2ccccn12	-2%	0.54	12%	-49%	0.39	-3%	35%	-6.3%	38%	0.57	-1.8	6%
CCN(c1ccc(NC(=O)COC(=O)CCC(=O)c2ccc(F)cc2)cc1)C(C)C	1%	1.6	7%	7%	0.4	2%	6%	-2.9%	-20%	2	-1.6	18%
CCOC(=O)N(NC(=O)C(O)(CC(C)C)CC(C)C)c1ccccc1	6%	1.4	20%	-1%	0.12	-8%	18%	-0.5%	0%	1.8	-1.2	1%
COc1ccc(NC(=O)CCCn2cc([N+](=O)[O-])cn2)cc1	-2%	-0.22	-2%	17%	-0.3	-6%	0%	0.3%	-7%	0.052	-0.36	1%
O=c1[nH]ncc(N2CCCC2)c1Cl	9%	0.063	-5%	2%	-0.22	-6%	-3%	-2.9%	-2%	0.34	-0.11	-1%
Cc1noc(C)c1S(=O)(=O)N1CCC(C(=O)NC2CCN(Cc3ccccc3)CC2)CC1	-1%	0.57	0%	11%	-0.051	-10%	-1%	-2.3%	3%	0.42	0.35	0%
O=C(NCCCN1CCN(c2ccccc2F)CC1)C1CCC(=O)N1C1CCCC1 (stereo unspecified)	-1%	0.24	2%	3%	-0.25	-9%	-3%	-1.2%	-8%	0.88	0.0087	-3%
COc1cc2c(cc1OC)CC1(CCCCC1)N=C2	-4%	0.74	-10%	-230%	-0.2	-5%	-6%	-2.3%	46%	0.55	-0.65	13%
CC(c1ccccn1)N(CCN(C)C)C(=S)Nc1cccc(F)c1 (stereo unspecified)	2%	-0.3	-8%	-3%	0.075	-7%	-9%	-0.2%	-6%	0.069	0.46	0%
CN(CC(O)COCc1ccc2c(c1)OCO2)C1CCCCC1 (stereo unspecified)	-7%	-0.62	4%	13%	0.26	-9%	0%	-1.6%	1%	-0.5	0.48	3%
Cc1onc(C(=O)Nc2c(C)n(C)n(-c3ccccc3)c2=O)c1[N+](=O)[O-]	-2%	0.37	/	11%	-0.77	-7%	/	/	5%	-0.13	0.3	-1%
Cc1cc(Cl)c(S(=O)(=O)NCC2CCCO2)cc1OCC(=O)NC1CCCCC1 (stereo unspecified)	0%	-0.64	3%	-1%	-0.27	-3%	7%	-8.0%	4%	-0.11	0.22	-5%
Cc1nc(-c2ccccc2)sc1C(=O)O	-1%	-0.27	-13%	2%	-0.32	-4%	-11%	2.5%	-9%	-0.32	0.9	-2%
CCN1CCN(CC(=O)N2N=C(c3cccs3)CC2c2ccc(OC)cc2)C(=O)C1=O (stereo unspecified)	-5%	2	-4%	4%	0.19	-1%	-3%	-5.8%	-7%	1.7	-2	-2%
Cc1ccc(S(=O)(=O)NC(C(=O)Oc2ccc3ccc(=O)oc3c2)c2ccccc2)cc1 (stereo unspecified)	2%	-2.1	-29%	i	0.42	-18%	-6%	-7.7%	40%	-1.6	-1.1	19%
O=C1NCCN(Cc2ccc(Cl)c(F)c2)C1CC(=O)N1CCc2ccccc2C1 (stereo unspecified)	3%	-1	-13%	5%	-0.28	-3%	20%	-2.7%	4%	-0.28	0.77	1%
CC1=NN(c2cccc(Cl)c2)C(=O)C12CC(C)=C(C)CS2 (stereo unspecified)	2%	-1.5	3%	-4%	-0.41	-5%	4%	-0.9%	-10%	-0.47	0.88	3%
COc1ccc(OC)c(S(=O)(=O)N2CCC(C(=O)NCCc3ccccc3)CC2)c1	-3%	0.22	10%	7%	-0.28	2%	8%	-11%	-3%	-0.79	0.57	-1%
N#C/C(=C\c1cccs1)C(=O)NCc1cccnc1	-1%	-0.14	7%	4%	-0.31	-2%	-1%	-0.4%	0%	-0.2	0.54	14%
CCC1=C2CC[C@H]3C(=O)N(CC)C(=O)[C@H]3[C@H]2[C@@]2(Cc3ccccc3)C(=NCc3ccccc3)OC(=O)N2C1=O	-2%	0.055	/	3%	-0.8	2%	/	/	2%	-0.032	-0.12	6%
CCOC(=O)C(CC)(CCC(=O)OC)c1csc(Nc2ccccc2O)n1 (stereo unspecified)	0%	-0.84	/	-3%	-0.22	-4%	/	/	-4%	-0.51	1.2	-7%

Single records (already shown). Order of screens: Siah-1 displacement	Dynein cargo inh	PMI inhibitors	M17LAP inhibition	Dynein cargo inh cytoplasmic EGFP	LYP phosphatase	PMI inhibition	XIAP displacement	AID2073	Dynein cargo inh nuclear GR-EGFP	Dynein cargo inh cell count	P. falciparum M1AAP
Cc1ccc(S(=O)(=O)NC(C(=O)Oc2ccc3ccc(=O)oc3c2)c2ccccc2)cc1 (stereo unspecified) across the screens: 2%	-2.1	-29%	i	0.42	-18%	-6%	-7.7%	40%	-1.6	-1.1	19%
N#C/C(=C\c1cccs1)C(=O)NCc1cccnc1 across the screens: -1%	-0.14	7%	4%	-0.31	-2%	-1%	-0.4%	0%	-0.2	0.54	14%

Next compounds
structure	Siah-1 displacement	Dynein cargo inh	PMI inhibitors	M17LAP inhibition	Dynein cargo inh cytoplasmic EGFP	LYP phosphatase	PMI inhibition	XIAP displacement	AID2073	Dynein cargo inh nuclear GR-EGFP	Dynein cargo inh cell count	P. falciparum M1AAP
COc1ccccc1N1CCN(C(=O)c2cc3cc(Br)ccc3oc2=O)CC1	0%	-0.8	-2%	14%	-0.26	-6%	0%	1.1%	-3%	-0.35	0.45	19%
NNc1ncnc2sc3c(c12)CCC3	2%	-0.082	6%	14%	-0.15	1%	6%	-2.2%	5%	-0.15	0.53	2%
Cc1ccc(NC(=O)Cc2cn3ccsc3n2)nc1	0%	0.36	4%	4%	-0.17	-2%	3%	1.5%	17%	0.53	-0.34	1%
CCNC(=S)NNC(=O)C(c1ccccc1)c1ccccc1	1%	-0.63	-6%	-2%	-0.16	2%	-3%	-0.5%	-37%	-0.7	0.42	-14%
CC1CC(C)CN(C(=O)COc2ccc([N+](=O)[O-])cc2Cl)C1 (stereo unspecified)	8%	-0.99	7%	-2%	-0.28	-1%	7%	-3.3%	30%	-0.49	0.52	5%
Cc1ccc(C(=O)C(C(=O)/C=C/c2ccccc2)=C2SCCCS2)cc1	0%	-4.5*	0%	2%	0.5*	5%	-1%	1.3%	1%	-2.1*	-0.68*	7%
COCC(C)NC(=O)CCc1nnc(C2(c3ccc(Cl)cc3)CCC2)o1 (stereo unspecified)	5%	-0.44	9%	-1%	0.12	-1%	2%	-4.9%	8%	-0.05	0.19	3%
CCC(=O)NC(=S)Nc1ccc(S(=O)(=O)NC(C)C)cc1	0%	-0.19	-1%	1%	-0.19	0%	0%	-5.0%	-2%	0.44	1	9%
CN(C(=O)CCN1C(=O)c2ccccc2C1=O)C1CCCCC1	2%	-0.5	0%	3%	-0.19	-5%	-8%	0.5%	-19%	-0.42	1.1	-3%
COc1ccc(S(=O)(=O)N(Cc2ccccc2)Cc2nc(-c3ccccc3)no2)cc1	4%	-0.5	13%	-1%	0.092	4%	6%	-6.3%	4%	0.35	2.1	-4%
COc1ccc(/C=C/C(=O)NC(=S)NCCc2ccc(OC)c(OC)c2)cc1	3%	-0.24	-6%	4%	-0.22	-12%	5%	-4.3%	2%	-0.38	0.86	11%
CN1CCN(c2nc3ccccc3nc2C(C#N)S(=O)(=O)c2ccccc2)CC1 (stereo unspecified)	3%	-0.55	/	6%	-0.22	-7%	/	/	-14%	0.14	0.51	4%
CC1(C)CC2CC(C)(CN2C(=O)c2cccs2)C1 (stereo unspecified)	-8%	0.51	3%	-10%	-0.19	-2%	-2%	3.3%	-7%	-0.085	-1.4	2%
CC(C)C1(CCNC(=O)c2cccs2)CCOC(C)(C)C1 (stereo unspecified)	-4%	-0.072	/	8%	-0.25	-8%	/	/	-10%	0.41	-0.19	3%
COCCNC(=O)C(c1ccncc1)N(Cc1ccccc1)C(=O)Cn1nnc2ccccc21 (stereo unspecified)	-1%	-0.9	-10%	12%	-0.28	-3%	-4%	-2.7%	-4%	-0.52	0.85	10%
COc1ccc(C(=O)Nc2ccc(S(=O)(=O)Nc3nccc(C)n3)cc2)cc1OC	-3%	2.9	11%	3%	-0.2	-8%	-8%	-5.4%	11%	1.3	0.26	0%
Cc1ccc(/C=C2\Oc3c(ccc(O)c3CN3CCN(CCO)CC3)C2=O)cc1	-4%	-0.81	8%	-2%	-0.095	-1%	29%	-7.5%	?	-0.5	0.63	17%
CCCS(=O)(=O)N1CCC(C(=O)N2CCC(Cc3ccccc3)CC2)CC1	5%	0.65	6%	-8%	-0.24	-8%	6%	-1.1%	24%	-0.14	0.6	1%
Cn1ncc(Br)c1C(=O)NC12CC3CC(CC(C3)C1)C2	-1%	-0.79	-9%	4%	0.12	-11%	-9%	-6.4%	-7%	-0.66	0.61	-1%

Screening data deposited in PubChem BioAssay by several laboratories.
